Redox H2O2 prof: compounds producing H2O2 with reducing agent – biochemical, NIH compound library profiling, artefact control for MLSCN library redox annotation, primary screen. DTT-dependent redox cycling H2O2, phenol red/HRP absorbance; 100% = 100 µM peroxide control, 0% = buffer. activation, % at 10 µM. 200,000 tested, 0.03% active. AID 878;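 active = activation of at least 50% relative to the plate's high and low controls in the primary single-dose screen; inactive = activation below 50%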;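 note: compound incubated with DTT at 0.8 mM final as the reducing agent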
bIAP inhibitor: intestinal alkaline phosphatase (bovine) inhibition; purified bovine IAP, CDP-star luminescence, 30 min; inhibition, % at 20 µM; 190,000 tested, under 10 active; AID 1019;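 active = over 50% inhibition of intestinal alkaline phosphatase at 20 µM in the single-dose screen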
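System: purified bovine intestinal alkaline phosphatase (IAP) enzyme; Input: IAP diluted 1/65,000,000 in the well; Measured by: CDP-star luminescence signal; Compound dosing: 20 µM single dose; Incubation: 30 min reaction at room temperature.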
SRC2 TRFRET art: counter-screen for PPARgamma SRC-2 recruitment agonists: TR-FRET artefact | hits give high values | 200,000 tested, 0.4% active | TR-FRET ratio at 8 µM; in the data active = TR-FRET ratio above about 2000; note: inactives centre near 1500; reference of the scale not given here
ROMK primary: modulators of human ROMK potassium channel. B-score at 10 µM. Tet-inducible ROMK, thallium flux fluorescence; actives lie on both sides. 130,000 tested, 2% active. AID 1918. P48048;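 active = signal ratio slope over the read window, or its plate-corrected B-score, at least 3 SD from the plate mean, either direction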;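 note: B-score of the F/F0 ratio slope over 7 to 12 s after thallium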
PPARg SRC2 recr: agonists of SRC-2 recruitment by human PPARgamma | P37231 | PPARgamma LBD-SRC-2 recruitment, biochemical | activation, % at 8 µM | 200,000 tested, 0.34% active | AID 1032; in the data active = activation above about 22%;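 note: 0% = vehicle and 100% = reference agonist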
Target sequence (P37231 whole entry, looked up, the tested form may be a part): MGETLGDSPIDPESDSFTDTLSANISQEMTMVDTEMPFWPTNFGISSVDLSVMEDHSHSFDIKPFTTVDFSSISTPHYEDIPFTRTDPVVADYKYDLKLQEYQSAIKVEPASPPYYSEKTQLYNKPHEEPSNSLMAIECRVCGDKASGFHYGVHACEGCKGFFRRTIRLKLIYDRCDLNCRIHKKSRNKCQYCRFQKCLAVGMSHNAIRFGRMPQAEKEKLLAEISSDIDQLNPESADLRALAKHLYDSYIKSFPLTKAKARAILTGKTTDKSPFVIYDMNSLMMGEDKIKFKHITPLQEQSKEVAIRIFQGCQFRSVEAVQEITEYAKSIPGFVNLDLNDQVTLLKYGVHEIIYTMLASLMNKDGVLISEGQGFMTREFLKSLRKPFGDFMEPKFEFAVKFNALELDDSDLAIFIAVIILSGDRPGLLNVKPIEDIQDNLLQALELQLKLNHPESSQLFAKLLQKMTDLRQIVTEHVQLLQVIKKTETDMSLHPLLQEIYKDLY
S1P3 antag: antagonists of human S1P3 receptor; CHO S1P3 NFAT-BLA reporter, FRET fluorescence, antagonist mode; inhibition, % at 4.98 µM; 170,000 tested, 0.27% active;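 active = inhibition above the plate cutoff, the mean inhibition of test wells on that plate plus 3 SD, cut at about 28% in these data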;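 note: cells challenged with S1P at its EC80 of 0.8 µM; blue over green emission ratio from cleaved BLA substrate after 4 h stimulation; 0% = S1P-stimulated wells and 100% = unstimulated DMSO-only wells; some compounds past the cut are filed as inactive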
Target sequence (Q99500 whole entry, looked up): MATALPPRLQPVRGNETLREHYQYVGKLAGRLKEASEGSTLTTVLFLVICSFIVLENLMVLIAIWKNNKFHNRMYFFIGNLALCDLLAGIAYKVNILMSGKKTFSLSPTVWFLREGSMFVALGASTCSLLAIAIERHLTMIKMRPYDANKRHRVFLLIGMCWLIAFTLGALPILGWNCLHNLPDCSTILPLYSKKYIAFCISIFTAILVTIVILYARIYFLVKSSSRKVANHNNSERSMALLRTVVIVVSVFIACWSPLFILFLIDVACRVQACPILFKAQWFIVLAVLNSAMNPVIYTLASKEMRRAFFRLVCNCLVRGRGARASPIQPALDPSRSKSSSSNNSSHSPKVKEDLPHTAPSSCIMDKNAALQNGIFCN
Lmaj promast: Leishmania major promastigote growth inhibition; Leishmania major promastigotes, resazurin fluorescence viability; inhibition, % at 10 µM; 200,000 tested, 9% active; AID 1063; in the data active = inhibition above about 50%;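 note: promastigotes grown with compound for 44 hours at 28 °C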
PPARg SRC1 recr: promotes SRC-1 coactivator recruitment by human PPARgamma; PPARgamma-SRC-1 coactivator recruitment biochemical assay; activation, % at 8 µM; 200,000 tested, 0.41% active; in the data active = activation above about 19%;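 note: 0% = DMSO and 100% = reference agonist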
bIAP act: intestinal alkaline phosphatase (bovine) activation; purified bovine IAP, CDP-star luminescence, 30 min; hits give high values; fold of DMSO-control signal, blank-subtracted; activation factor at 20 µM; 200,000 tested, 0.17% active;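 active = activation factor of 2 or more at 20 µM, a signal rise over negative controls twice the positive control's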
PPARg SRC-3 ag: agonists of human PPARgamma SRC-3 coactivator recruitment. P37231. biochemical PPARgamma/SRC-3 coactivator recruitment assay. activation, % at 8 µM. 200,000 tested, 0.26% active. AID 731; in the data active = activation above about 23%;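 note: 0% = DMSO and 100% = reference agonist; some compounds past the cut are filed as inactive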
TLR4 MyD88 comp: inhibitors of human TLR4-MyD88 binding; O00206+Q99836; HeLa CL3-4 TLR4/MyD88 BLA complementation, FRET ratio; inhibition, % at 8.4 µM; 200,000 tested, 0.18% active; in the data active = inhibition above about 25%;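 note: 0% = vehicle and 100% = reference inhibitor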
Active calls of the source: *; nt = not tested or not shown.

compound | Redox H2O2 prof | bIAP inhibitor | SRC2 TRFRET art | ROMK primary | PPARg SRC2 recr | S1P3 antag | Lmaj promast | PPARg SRC1 recr | bIAP act | PPARg SRC-3 ag | TLR4 MyD88 comp
COc1cc(NC(=O)C/C(C)=N/NC(=O)c2cccs2)c(OC)cc1Cl | -0.9 | 0 | 1576 | -0.33 | 6 | -14 | -3 | 3 | 1 | 0 | 5
O=CN1CCN(C2CC(=O)N(c3ccc4c(c3)OCO4)C2=O)CC1 (stereo not drawn) | 0.1 | 14 | 1345 | nt | 1 | 1 | -12 | 1 | 0.9 | -3 | 0
COc1ccc(NC(=O)c2ccc(-c3ccc(OC)cc3)s2)cc1 | 0.3 | -14 | 1650 | 0.13 | 1 | -8 | -4 | 5 | 1.1 | 2 | 7
c1ccc2cc(OCCN3CCCC3)ccc2c1 | 1.2 | 3 | 1535 | nt | 0 | 5 | 84* | -9 | 1 | 0 | -2
Oc1ccc(/C=N/Nc2ncc(Br)cn2)c(O)c1 | -0.1 | 41 | 1748 | nt | -2 | -3 | 99* | 10 | 0.6 | 9 | -7
Fc1ccc(-c2nnc(Cc3nnc(-c4ccc(F)cc4)o3)o2)cc1 | -2.2 | 4 | 1377 | nt | 1 | -3 | -1 | -2 | 1 | -3 | 14
COc1ccccc1NC(=O)Cc1nn(C)c(=O)c2ccccc12 | 0.2 | 7 | 1407 | nt | 11 | 39 | -5 | 2 | 0.9 | -1 | -2
CN(C(=O)c1cccc(C#N)c1)c1nnc(-c2ccccn2)s1 | 0.1 | 9 | 1664 | 0.51 | -4 | -19 | -3 | 2 | 0.9 | 1 | 1
C=CCOc1c(Br)cc(CNc2nccs2)cc1OC | 2.9 | 1 | 1507 | 0.28 | -1 | nt | 22 | 6 | 1 | -9 | -1
Cc1ccc(Cl)cc1N1CCN(CC(O)COCc2ccco2)CC1 (stereo not drawn) | -0.2 | 7 | 1728 | nt | 1 | 2 | 49 | 2 | 0.9 | 2 | 0
O=c1c2c3c(sc2ncn1/N=C/c1ccco1)CCCC3 | 1.0 | 19 | 1592 | nt | -2 | -12 | 10 | 3 | 0.8 | 4 | 4
COc1ccc(NC(=S)NCC2CCCO2)c(OC)c1 (stereo not drawn) | -2.1 | 10 | 1720 | nt | 4 | nt | -4 | 6 | 0.9 | 11 | -1
CCOC(=O)CN1N=C(/C=C/c2ccc(OC)cc2)CCC1=O | 8.4 | 3 | 1372 | nt | -1 | nt | -6 | 12 | 1 | -1 | -15
COc1cccc(C(C(=O)NC2CCCC2)N(Cc2ccccc2OC)C(=O)c2ccco2)c1 (stereo not drawn) | 0.3 | -5 | 1218 | -0.65 | -8 | nt | 1 | -8 | 1.1 | 3 | 1
CCOc1ccc2nnnn2n1 | -1.2 | 7 | 1463 | 0.58 | 1 | 16 | 5 | 5 | 0.9 | -5 | 11
Cc1ccc(CNC(=O)C2CN(S(C)(=O)=O)c3cc(Cl)ccc3O2)cc1 (stereo not drawn) | 0.0 | 6 | 1555 | -1.1 | -5 | -13 | 1 | -1 | 0.9 | 1 | 6
COc1cccc(C(=O)OCc2ccccc2C#N)c1O | 2.5 | 11 | 1571 | nt | 2 | -9 | -6 | -1 | 0.9 | 1 | -10
COc1ccc(C(c2c(C)[nH]n(C(N)=S)c2=O)C(C#N)C#N)cc1 (stereo not drawn) | 1.3 | 2 | 1525 | -3 | 5 | nt | 94* | -3 | 1 | 12 | -4
CC(=O)c1ccc(Nc2cc(C)nc3ccccc23)cc1 | 1.0 | 28 | 1639 | -0.024 | 3 | 4 | 41 | 5 | 0.7 | 2 | -10
Cc1nonc1CC(=O)N1CCCC(C(=O)c2cccc(C(F)(F)F)c2)C1 (stereo not drawn) | 0.0 | 11 | 1643 | 0.014 | 11 | -4 | -1 | 6 | 0.9 | 9 | 4
COc1cc2cc(CN(CCc3ccccc3C)C(=S)NCCCN(C)C)c(=O)[nH]c2cc1OC | -0.1 | 1 | 1571 | -1.9 | -6 | 0 | 78* | 6 | 1 | 3 | 3
CCCCN(C)C(=S)Nc1ccc2nc(N3CCN(CC)CC3)cc(C)c2c1 | -2.1 | -13 | 1312 | -0.3 | 0 | 0 | 42 | -3 | 1.1 | 3 | 18
CC1CCCN(C(c2cccs2)c2nnnn2Cc2ccccc2)C1 (stereo not drawn) | 0.7 | 30 | 1461 | 1.8 | -9 | nt | 30 | -6 | 0.7 | -3 | 3
Cc1cccc(-n2c(SCc3cc(=O)n4c(C)cccc4n3)nc3[nH]ncc3c2=O)c1 | 0.3 | 32 | 1506 | 0.029 | -2 | nt | 96* | -10 | 0.7 | -9 | -4
CN1CCNC(=O)C1CC(=O)O (stereo not drawn) | 0.3 | -1 | 1530 | 0.16 | 4 | 4 | -5 | 7 | 1 | 5 | 1
CCN(C(=O)COC(=O)c1ccc(Br)o1)C1CCCCC1 | -0.3 | -6 | 1668 | -0.2 | 9 | 9 | -3 | 4 | 1.1 | 6 | -9
O=C(O)COc1ccccc1C1C2C(=O)N(c3ccccc3)C(=O)C2ON1c1ccccc1 (stereo not drawn) | 0.5 | 4 | 1215 | -0.22 | -4 | -14 | 8 | -3 | 1 | -2 | -15
COc1ccccc1CNC(=O)COC(=O)CCC(=O)c1cccs1 | -0.5 | 8 | 1681 | 0.33 | 3 | -10 | -6 | 5 | 0.9 | -4 | -10
O=C(Cn1cc(C(=O)c2cccs2)c2ccccc21)NC1CCCCC1 | 0.2 | 24 | 1643 | -1.2 | 6 | nt | -7 | -2 | 0.8 | 8 | -1
COc1ccc(S(=O)(=O)N(C)CC(=O)Nc2ccc(F)cc2)cc1 | 1.8 | 9 | 1439 | nt | -2 | 5 | -4 | -2 | 0.9 | -7 | 2
N#CC(=C=[N-])c1nc2ccccc2nc1-[n+]1ccccc1 | -0.9 | 25 | 1675 | 0.45 | 8 | -3 | -3 | 5 | 0.7 | 9 | 0
Cc1cc(C)n(C(=O)CCCCCCCCC(=O)n2nc(C)cc2C)n1 | 3.0 | 4 | 1527 | nt | -4 | nt | -7 | 4 | 1 | 13 | 4
CN(C)CCNc1oc(-c2ccccc2F)nc1C#N | -0.1 | 13 | 1522 | nt | 2 | -13 | -4 | 2 | 0.9 | 3 | -4
CC(C)Cn1c2ccccc2c2cc(C(=O)O)ccc21 | 0.2 | 14 | 1450 | -0.19 | 3 | nt | -2 | 0 | 0.9 | -14 | -15
CCOC(=O)c1[nH]c(C)c(C(=O)Nc2ccc(C)c(F)c2)c1C | -1.8 | 8 | 1590 | 0.056 | 1 | 1 | -1 | -5 | 0.9 | 1 | 6
C/C(Cn1nnc([N+](=O)[O-])n1)=N\NC(=O)c1ccccc1 | -3.8 | 7 | 1513 | -0.8 | 7 | nt | 84* | 2 | 0.9 | 0 | 12
CN(Cc1ccccc1)C(=O)CN(Cc1ccccc1)S(C)(=O)=O | -1.1 | 46 | 1704 | 0.34 | 14 | nt | -3 | 5 | 0.5 | 3 | -10
COc1ccc(CN2C3CCCC2CC(NC(=O)Nc2cccc(C)c2)C3)cc1 (stereo not drawn) | 3.0 | 7 | 1399 | nt | 1 | nt | 90* | 6 | 0.9 | 9 | 12
CCOc1ccc(CC(=O)NNC(=S)Nc2ccccc2)cc1Br | 0.2 | 0 | 1397 | nt | 3 | nt | 4 | -2 | 1 | 6 | -2
Cc1ccc(S(=O)(=O)c2c(CO)c(-c3ccccc3)nn2C)cc1 | -1.8 | 16 | 1327 | -2.4 | 10 | -3 | 3 | 17 | 0.8 | 34* | 2
O=C(c1ccc(S(=O)(=O)c2ccc(Cl)cc2)cc1)N1CCOCC1 | -0.7 | 3 | 1770 | 0.62 | 0 | -7 | -9 | 3 | 1 | 0 | -5
Cc1ccc(-c2c3c(=O)n(C)c(=O)n(C)c3cn2CCCN2CCOCC2)cc1 | 1.9 | 1 | 1656 | nt | 1 | 2 | 0 | 0 | 1 | 4 | -15
Cc1cc(C(=O)CSc2nncs2)c(C)n1-c1ccc2c(c1)OCO2 | 0.5 | 14 | 1226 | nt | -8 | -7 | 1 | -6 | 0.9 | -4 | -16
Cc1nc(N2CCCCC2)c2c(-c3cccs3)csc2n1 | 0.4 | -1 | 1665 | -0.51 | 4 | -12 | 13 | 11 | 1 | 10 | -13
O=C(NCCO)c1ccccc1O | 0.2 | 1 | 1525 | 1.3 | 0 | nt | -5 | 4 | 1 | 2 | 17
CCS(=O)(=O)N1Cc2ccccc2CC1C(=O)OCC(=O)N(C(C)C)C(C)C (stereo not drawn) | 0.1 | -8 | 1486 | -0.55 | 0 | -2 | -9 | -2 | 1.1 | 0 | 9
COc1ccc(-c2nn3c(-c4cccc(C)c4)nnc3s2)cc1OC | 2.7 | nt | 1526 | nt | -1 | 6 | 2 | -4 | nt | -7 | 5
CCN1CCN(C(=O)C(N)Cc2ccccc2)CC1 (stereo not drawn) | 0.1 | 3 | 1643 | -1.1 | -3 | 3 | -4 | 8 | 1 | 2 | -13
CCOC(=O)N1CCN(C(=O)NC2CCCCC2)CC1 | 0.7 | -2 | 1490 | nt | -3 | nt | -4 | 0 | 1 | -2 | -27
Cc1ccc(-c2csc3nnc(SCC(=O)Nc4cccc(C)n4)n23)cc1 | 0.6 | 15 | 1744 | nt | 10 | 10 | 10 | 21* | 0.9 | 10 | 15
Cc1nnc(SCC(=O)OC2CC(C)CCC2C(C)C)[nH]c1=O (stereo not drawn) | -0.1 | 4 | 1393 | -0.0077 | 6 | nt | -7 | 1 | 1 | 5 | 1
CCOC(=O)c1sc(NC(=O)CSc2nc(O)c(Cc3ccccc3)c(=O)[nH]2)nc1C | 0.3 | -16 | 1710 | -0.49 | 4 | -26 | -5 | 13 | 1.2 | 1 | 1
Nc1cc(C(F)(F)F)ccc1-n1cccc1 | -1.6 | -10 | 1516 | nt | -5 | 10 | -1 | 5 | 1.1 | 4 | -6
Cc1ccc(C(=O)NCc2cccs2)cc1S(=O)(=O)N1CCCCC1 | 0.7 | 8 | 1519 | nt | 5 | -18 | 0 | -2 | 0.9 | -2 | 10
Cc1ccc2c(c1)C(=O)C(=O)N2CCCOc1ccccc1C | 0.0 | 6 | 1642 | nt | -4 | 7 | 19 | 4 | 0.9 | 5 | 3
CN(C)C(C(=O)Nc1cc(Cl)cc(Cl)c1)c1ccccc1 (stereo not drawn) | -1.5 | -37 | 1443 | -1.8 | 5 | 5 | 11 | 7 | 1.4 | -2 | 1

Bioassay records (PubChem BioAssay)

Rows were taken by chance. Share with any hit: about 11%.
